Source: PubChem (National Center for Advancing Translational Sciences (NCATS))
RXFP1 ag – RXFP1 (human) receptor agonism | Q9HBX9 | HEK293T-RXFP1 cAMP TR-FRET, 30 min; response scale: percent of porcine relaxin response, buffer zero | Potency, µM (top dose mostly 57.5 µM), without a hit: at the highest dose activation, most hits filed as activators | hit rate 0.3% among 370,000 | AID 2676; note: potency is the fitted concentration of half-maximal effect; % is set by controls: 0 for no effect and ±100 for the full control effect; nearly all actives have a fitted effect of over 60% in size; many of its hits are not listed in these tables
Target sequence (Q9HBX9 whole entry, looked up): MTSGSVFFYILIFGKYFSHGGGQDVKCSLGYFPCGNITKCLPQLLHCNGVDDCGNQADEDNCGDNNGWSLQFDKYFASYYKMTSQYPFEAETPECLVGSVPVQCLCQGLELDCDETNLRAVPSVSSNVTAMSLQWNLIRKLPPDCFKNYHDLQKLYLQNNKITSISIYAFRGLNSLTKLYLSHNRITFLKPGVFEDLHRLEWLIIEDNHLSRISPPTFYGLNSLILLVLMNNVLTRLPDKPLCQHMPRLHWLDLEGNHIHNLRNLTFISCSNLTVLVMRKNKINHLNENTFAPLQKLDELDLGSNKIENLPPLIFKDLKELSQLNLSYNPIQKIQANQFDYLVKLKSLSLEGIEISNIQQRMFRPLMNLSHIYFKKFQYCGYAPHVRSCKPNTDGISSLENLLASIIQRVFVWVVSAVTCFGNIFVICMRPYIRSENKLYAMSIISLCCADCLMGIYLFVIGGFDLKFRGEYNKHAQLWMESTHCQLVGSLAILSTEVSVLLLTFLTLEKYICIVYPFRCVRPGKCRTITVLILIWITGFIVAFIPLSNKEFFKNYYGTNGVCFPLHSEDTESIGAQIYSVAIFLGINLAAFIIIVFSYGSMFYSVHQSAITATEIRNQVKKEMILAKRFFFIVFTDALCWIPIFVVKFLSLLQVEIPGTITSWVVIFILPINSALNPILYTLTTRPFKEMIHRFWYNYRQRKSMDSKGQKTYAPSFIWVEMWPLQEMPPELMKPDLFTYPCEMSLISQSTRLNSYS
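HEK293T cells stably expressing RXFP1 were pretreated with the PDE4 inhibitor Ro 20174, exposed to compounds for 30 min at 37C, lysed, and cAMP was read by TR-FRET. Data normalized to buffer (basal) and 29 nM porcine relaxin (100%).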
D2 potentiator – positive allosteric modulators of human D2 dopamine receptor. HEK293 T-REx D2, calcium flux, EC20 dopamine potentiation. potentiation, % at 10 µM. hit rate 0.34% among 340,000;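 active = potentiation over 3 SD above the plate norm, cut at about 30% in these data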; note: 0% is about no effect
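Potentiation of an EC20 dopamine calcium response is measured in a force-coupled, tetracycline-inducible Hek293 Trex D2 line. Compound-only kinetic reads over 180 s flag agonists before dopamine addition.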
D1 antag – blocks dopamine activation of the human D1 receptor; activity change, negative = inhibition, % at 10 µM; P21728; HEK293 TREx D1 cells, calcium flux, dopamine EC80; hits give low values; hit rate 3.2% among 360,000; AID 504652; in the data active = activity change below about -30%; note: % is set by controls: 0 for no effect and ±100 for the full control effect
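Tetracycline-induced HEK293 Trex D1 cells, force-coupled to calcium, dye-loaded; compounds added and read 180 s, then EC80 dopamine added and calcium flux tracked kinetically another 180 s.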
D1 PAM – enhances dopamine response at the human D1 receptor. P21728. HEK293 TREx D1 cells, calcium flux, dopamine EC20 potentiation. potentiation, % at 10 µM. hit rate 0.036% among 360,000. AID 504651; in the data active = potentiation above about 30%; note: 0% is about no effect
D1 agonist – human D1 receptor agonism; AID 504660; P21728; activation, % at 2 µM; hit rate 1% among 360,000; HEK293 T-REx D1 cells, calcium flux, agonist mode; in the data active = activation above about 30%; note: 0% is about no effect
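Inducible HEK293 T-REx D1 cells, force-coupled to calcium signalling, were plated at 4000 cells/well with tetracycline and held overnight at 30 C. After no-wash calcium dye loading, compound-evoked calcium rise over 180 s flagged agonists.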
Vif-APOBEC3G blk – Vif-A3G binding inhibition. hit rate 0.076% among 410,000. HeLa A3G-eYFP + Vif (tagged APOBEC3G with the HIV-1 protein that degrades it), YFP fluorescence, overnight. Potency, µM (titrated, usually from 46.1 µM), inactives show top-dose activity, negative = active, most hits filed as inhibitors. Q9HC16;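 note: potency is the fitted concentration of half-maximal effect; % is set by controls: 0 for no effect and ±100 for the full control effect; nearly all actives have a fitted effect of over 60% in size; hits raise eYFP signal because A3G escapes Vif-driven loss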
Target sequence (Q9HC16 whole entry, looked up): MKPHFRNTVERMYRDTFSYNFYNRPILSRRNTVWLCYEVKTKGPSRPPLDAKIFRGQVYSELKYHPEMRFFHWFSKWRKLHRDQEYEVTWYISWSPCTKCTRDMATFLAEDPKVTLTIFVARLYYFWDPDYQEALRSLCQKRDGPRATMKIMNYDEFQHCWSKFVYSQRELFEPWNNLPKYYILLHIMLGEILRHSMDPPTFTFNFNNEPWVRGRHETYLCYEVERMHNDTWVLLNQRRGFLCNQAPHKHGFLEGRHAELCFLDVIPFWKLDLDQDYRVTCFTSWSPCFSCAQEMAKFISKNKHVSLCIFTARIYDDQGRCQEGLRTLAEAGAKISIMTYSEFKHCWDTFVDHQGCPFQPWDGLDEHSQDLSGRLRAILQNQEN
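Read-out is eYFP fluorescence (Ex 488/Em 500-530) from Vif-expressing HeLa A3G-eYFP cells; more signal means A3G escaped Vif-mediated degradation. Cells plated overnight, compound pinned in, incubated overnight at 37 deg C.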
RXFP1 antagonist – RXFP1 (human) relaxin receptor antagonism; AID 1259400; hit rate 0.59% among 350,000; activity change, negative = inhibition, % at 57.5 µM; Q9HBX9; HEK293-RXFP1, relaxin-stimulated cAMP HTRF, 30 min; hits give low values;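 active = activity change of -60% or lower, but not beyond a set lower limit; inconclusive = change between -60% and -40%, or beyond the set limit; inactive = change above -40%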; note: % is set by controls: 0 for no effect and ±100 for the full control effect
Vif-APOBEC3F blk – Vif-A3F binding inhibition | HeLa A3F-eYFP + Vif (tagged APOBEC3F with the HIV-1 protein that degrades it), YFP fluorescence increase | Potency, µM (doses to about 46.1 µM), inactives show at the highest dose activity, negative = active | hit rate 0.2% among 390,000 | AID 602313; note: potency is the fitted concentration of half-maximal effect; % of control where 0% means no effect; nearly all actives have a fitted effect of over 65% in size
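Fluorescence increase (Ex 488/Em 500-530) after overnight compound treatment at 37 deg C flags inhibition of Vif-driven A3F-eYFP loss in stable HeLa A3F-eYFP/Vif cells seeded overnight beforehand.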
Glioma ERSR ind – inducers of ER stress response in human glioma cells | U87-MG GRP78 promoter luciferase reporter, 16 h | Potency, µM, without a hit: at the highest dose activation, usual class: activators | hit rate 0.02% among 420,000 | AID 602332; note: potency is the fitted concentration of half-maximal effect; series mostly up to about 76 µM; % of control where 0% means no effect; nearly all actives have a fitted effect of over 35% in size
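Stably transfected U87-MG human glioma cells carrying a GRP78-based luminescent sensor were seeded at 1000 cells/well, pin-dosed with compounds and incubated 16 h. Luciferase reagent was then added, and end-point luminescence was read after 10 min at room temperature.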
* marks the source's active call; other numbers are inactive results; ? = inconclusive; . = no result given. Unless noted, calls come from the whole dose curve; as a rule, active = well fitted curve in the direction sought with a large enough effect; inconclusive = small, poorly fitted or top-dose-only effect, or another doubt; inactive = no such curve, though single readings can be large; an effect the other way counts as inactive or inconclusive.

Each structure is followed by: RXFP1 ag | D2 potentiator | D1 antag | D1 PAM | D1 agonist | Vif-APOBEC3G blk | RXFP1 antagonist | Vif-APOBEC3F blk | Glioma ERSR ind
(1) CCOC(=O)c1[nH]c(C)c(CCC(=O)NCc2ccccc2)c1C
    16% | -5 | -15 | 3 | -1 | -3% | 3 | -5% | -5%
(2) CN(C)S(=O)(=O)c1cccc(C(=O)NCCNC(=O)c2cccc(S(=O)(=O)N(C)C)c2)c1
    5.7% | 17 | 4 | 2 | 3 | -1% | -6 | -12% | -6%
(3) Cc1ccc(CN2CCN(/N=C/c3ccc(N(C)C)cc3)CC2)cc1
    -0.1% | -2 | 19 | -4 | 3 | -7% | -16 | 8% | 0%
(4) Cc1ccc(-n2c(SCC(=O)NCCN3C(=O)CSC3=O)nnc2-c2cccc(C)c2)cc1
    0.5% | 0 | 6 | 0 | 2 | -8% | -11 | -9% | -1%
(5) COc1ccc(N2CC(O)=C(c3nc(-c4ccc(Br)cc4)cs3)C2=N)cc1
    6.2% | 11 | -5 | 0 | 2 | -9% | -2 | -18% | -1%
(6) COc1ccc(C(=O)N2CCC(C(=O)O)CC2)c2ccccc12
    16% | -5 | -6 | -4 | 2 | 0% | 12 | -10% | -3%
(7) CCOC(=O)C1=C(CN2CCCCCC2)NC(=O)NC1c1ccc2c(c1)OCO2 (stereo not given)
    0.2% | 5 | 11 | -1 | 7 | -6% | -13 | -9% | -3%
(8) O=S(=O)(c1ccc(SCc2ccccc2)nc1)N1CCCCC1
    4.3% | -7 | 1 | -4 | 9 | 0% | 7 | 3% | -1%
(9) CCSc1nnc2c(Cl)cc(Cl)cn12
    3.8% | 1 | 3 | -7 | 1 | 0% | 4 | 0% | -5%
(10) CSc1ncnc2c1ncn2CCCN1CCN(Cc2cccc3ccccc23)CC1
    . | . | . | . | . | 1% | -1 | 0% | -1%
(11) COc1cc(CNC(=O)c2ccc3c(c2)N(C)C(=O)C2CCCCN32)cc(OC)c1OC (stereo not given)
    -0.5% | 7 | -5 | -2 | 0 | 0% | -5 | -10% | -1%
(12) CCn1cnc2c1c(=O)n(Cc1ccc(C(=O)OC)cc1)c(=O)n2Cc1ccccc1
    3.4% | 2 | 4 | -3 | 3 | 0% | -3 | 4% | -3%
(13) CC(=O)c1ccc(NC(=O)c2cc(C)nn2-c2ccccc2)cc1
    0.9% | 1 | -12 | -1 | 2 | . | 0 | . | .
(14) COc1cccc(CNC(=O)CN2C(=O)CSc3ccc(S(=O)(=O)N4CCOCC4)cc32)c1
    -0.8% | 6 | 4 | -7 | 1 | -1% | 17 | -3% | -2%
(15) O=C(COC(=O)/C=C/c1ccc2ccccc2n1)NNC(=O)c1ccccc1
    . | . | . | . | . | -28% | 3 | -11% | -3%
(16) CC(C)CC(=NNC(=O)c1ccncc1)c1cc(Cl)ccc1O
    . | . | . | . | . | ? | 1 | ? | -4%
(17) O=C(NC(NC(=S)Nc1c(Cl)cc(Cl)cc1Cl)C(Cl)(Cl)Cl)OCc1ccccc1 (stereo not given)
    0.5% | -3 | -3 | -8 | 4 | -1% | -28 | 11% | -3%
(18) Cc1ccc(-c2cc(C(F)(F)F)n3ncc(C(=O)N4CCCc5ccccc54)c3n2)cc1
    2.0% | -3 | 4 | -10 | -1 | -2% | -18 | -3% | -5%
(19) COc1ccc2oc(C(=O)OC(C)C(=O)Nc3ccc(N4CCOCC4)cc3)c(C)c2c1 (stereo not given)
    2.4% | 25 | 18 | 2 | -1 | -5% | -7 | 11% | 9%
(20) CCOC(=O)c1ccc(N(CC(=O)NC2CCCC2)C(=O)CNC(=O)c2ccco2)cc1
    0.0% | -6 | -2 | -4 | 0 | -7% | -3 | 3% | 1%

Record cards (already shown). Values in the order: RXFP1 ag, D2 potentiator, D1 antag, D1 PAM, D1 agonist, Vif-APOBEC3G blk, RXFP1 antagonist, Vif-APOBEC3F blk, Glioma ERSR ind
Profile of CCSc1nnc2c(Cl)cc(Cl)cn12 : 3.8%, 1, 3, -7, 1, 0%, 4, 0%, -5%
Profile of CN(C)S(=O)(=O)c1cccc(C(=O)NCCNC(=O)c2cccc(S(=O)(=O)N(C)C)c2)c1 : 5.7%, 17, 4, 2, 3, -1%, -6, -12%, -6%

Continuation:
Each structure is followed by: RXFP1 ag | D2 potentiator | D1 antag | D1 PAM | D1 agonist | Vif-APOBEC3G blk | RXFP1 antagonist | Vif-APOBEC3F blk | Glioma ERSR ind
(21) CC(=O)C(Sc1ccc2nnc(-c3ccncc3)n2n1)C(C)=O
    12% | -4 | -7 | 1 | 1 | 2% | . | 2% | -2%
(22) O=S(=O)(Nc1ccc2c(c1)OCO2)c1ccc(F)c(F)c1
    0.1% | -2 | 7 | -2 | 0 | 0% | 2 | 0% | -4%
(23) COc1ccc(C2CC(c3ccc4ccccc4c3)=NN2C(=O)COC(=O)C2CCC(=O)N2)cc1 (stereo not given)
    0.5% | 2 | -7 | 0 | 0 | 1% | ? | 10% | 3%
(24) COCC1CCN(Cc2c(C(=O)N3CCN(C4CCCCC4)CC3)nc3ccccn23)C1 (stereo not given)
    1.8% | -5 | -1 | 4 | 3 | 3% | 11 | -6% | -2%
(25) COc1ccc(N(C(=O)c2cnsn2)C(C(=O)NC2CCCCC2)c2ccncc2)cc1 (stereo not given)
    -0.4% | 12 | 5 | -5 | 1 | 5% | -11 | -5% | -2%
(26) CCOC(=O)N1CCN(C(=O)CC(C(=O)N2CCc3ccccc32)n2ccnc2)CC1 (stereo not given)
    0.7% | 0 | 0 | 3 | -1 | -1% | -11 | 1% | -2%
(27) COc1ccccc1CNC(=O)CSC1=Nc2ccccc2N=C(c2ccc(F)cc2)C1
    0.3% | 1 | 3 | -2 | 9 | 0% | . | -7% | -1%
(28) O=Cc1cn(CCOc2ccccc2)c2ccccc12
    1.3% | -7 | -10 | -4 | 6 | 0% | 0 | 5% | 3%
(29) CN(C(=O)c1cc(S(=O)(=O)N2CCOCC2)cs1)c1ccccc1
    -0.9% | 2 | 5 | -3 | 3 | -2% | -8 | 2% | -4%
(30) CN1CCN(C(c2ccc(Cl)cc2)c2cc(Cl)c3cccnc3c2O)CC1 (stereo not given)
    0.4% | -2 | 7 | 4 | 5 | ? | -14 | ? | -7%
(31) Cc1[nH]c2ccccc2c1C(=O)C(=O)N1CCOCC1
    1.9% | -5 | 13 | -4 | 7 | 2% | 6 | 8% | -5%
(32) Cc1[nH][nH]c(=O)c1C(c1c(C)[nH][nH]c1=O)c1cn(C)c2ccccc12
    -4.6% | 16 | 3 | 0 | 1 | -1% | -8 | -12% | -2%
(33) COc1ccccc1CN1CCC(n2nccc2NC(=O)c2ccccc2Cl)CC1
    2.3% | 0 | -3 | -10 | 1 | 2% | 9 | 2% | -1%
(34) CN1CCN(c2ccc(NC(=O)c3ccc(C(F)(F)F)cc3)cn2)CC1
    -1.5% | -7 | -41* | -8 | 4 | -1% | -11 | -24% | -2%
(35) O=C(CN(CC1CCCO1)C(=O)CCC(=O)Nc1ccccn1)NCc1ccccc1 (stereo not given)
    2.6% | -1 | 2 | -4 | 0 | 1% | -11 | -3% | -2%
(36) CCOC(=O)c1ccc(-n2ncc(C(=O)OCC)c2N)cc1
    0.4% | -6 | -12 | -3 | 3 | -12% | -7 | 1% | 1%
(37) Cc1c(C(N)=O)sc2ncn(CC(=O)NCCc3ccccc3)c(=O)c12
    25% | 4 | -11 | -4 | 1 | -2% | -10 | -2% | -1%
(38) Cc1cc(NC(=O)CCC(=O)N(c2ccccc2C)C(C(=O)NC2CCCC2)c2ccccc2)no1 (stereo not given)
    1.0% | . | 6 | 1 | 1 | -2% | 1 | -9% | 1%
(39) CCCC1(c2ccccc2)NC(=O)N(CC(=O)NCC2COc3ccccc3O2)C1=O (stereo not given)
    0.1% | 15 | 8 | 14 | 1 | -2% | 8 | -1% | -4%
(40) CCc1ccc(CN(C(=O)c2cccs2)C2CCS(=O)(=O)C2)cc1 (stereo not given)
    0.5% | 1 | 18 | 5 | -4 | -7% | -4 | 0% | -2%
(41) Cc1onc(-c2ccccc2Cl)c1C(=O)Nc1nc2ccc(S(C)(=O)=O)cc2s1
    -0.1% | 7 | 7 | -1 | 9 | -14% | -1 | -13% | 0%
(42) O=C(Nc1ccc(Cl)cc1F)c1cc(S(=O)(=O)NCc2ccc3c(c2)OCO3)ccc1F
    7.4% | -4 | -4 | -2 | -2 | 2% | -5 | -20% | -4%
(43) O=S1(=O)CC/C(=N\Nc2ccccc2)c2ccsc21
    -2.1% | -2 | -5 | 4 | 1 | -21% | -7 | -2% | 0%
(44) COC(=O)c1cccc(NC(=S)Nc2cccc(Cl)c2C)c1
    -0.7% | 3 | -3 | -6 | 0 | 0% | 2 | -25% | -2%
(45) C=CCCCCCCCCC(=O)Nc1c[nH]c(=O)[nH]c1=O
    0.5% | -3 | -4 | 6 | 3 | 2% | 0 | 2% | -4%
(46) CC(C)(C)c1ccc(-c2n[nH]c(=S)n2Cc2ccccc2)cc1
    5.2% | 1 | 1 | -1 | 91* | -3% | ? | 2% | -4%
(47) CC(C(=O)OCC(=O)Nc1cccc(S(=O)(=O)N2CCOCC2)c1)N1C(=O)c2ccccc2C1=O (stereo not given)
    5.4% | 2 | 1 | -2 | 6 | 1% | -9 | -13% | -1%
(48) CCCCNC(=S)N=Nc1c(O)n(Cc2ccccc2)c2ccccc12
    -0.6% | -14 | -3 | 1 | 0 | 1% | 4 | 1% | 1%
(49) Cc1cc(C(=O)COC(=O)c2cccnc2Cl)c(C)n1C
    . | . | . | . | . | -7% | -6 | -3% | -12%
(50) CCOc1ccc(OCCC(=O)OCC(=O)Nc2cc(S(=O)(=O)N3CCOCC3)ccc2C)cc1
    0.6% | 11 | -18 | -8 | 1 | -3% | -9 | 6% | 3%
(51) CCCCC(=O)Nc1ccc(NC(=O)c2ccc(C)c([N+](=O)[O-])c2)cc1OC
    0.1% | 17 | -17 | -1 | 0 | 2% | -2 | 4% | -3%
(52) CCOC(=O)c1c(C)n(C)c2ccc(OC)c(NC(=O)CN3CCCCC3)c12
    -0.7% | -3 | 13 | 0 | 2 | 1% | -6 | 1% | -5%
(53) Cc1ccc(S(=O)(=O)N/N=C/c2ccc(O)cc2O)cc1[N+](=O)[O-]
    -0.2% | 16 | -11 | -1 | 3 | 0% | -4 | -5% | 4%

The list is partial; count on the stated rates, not on these rows.
